Anesthetic bind – binds horse apoferritin like a general anesthetic; apoferritin/1-aminoanthracene competitive binding, fluorescence; Potency, µM (highest dose often 77.5 µM), for the others: top-dose activity change, negative = displacement, actives largely listed as inhibitors; 350,000 tested, 0.074% active; AID 485281; P02791; note: potency is the fitted concentration of half-maximal effect; % is set by controls: 0 for no effect and ±100 for the full control effect; nearly all actives have a fitted effect of over 20% in size
Target sequence (P02791 2-175 limits assumed): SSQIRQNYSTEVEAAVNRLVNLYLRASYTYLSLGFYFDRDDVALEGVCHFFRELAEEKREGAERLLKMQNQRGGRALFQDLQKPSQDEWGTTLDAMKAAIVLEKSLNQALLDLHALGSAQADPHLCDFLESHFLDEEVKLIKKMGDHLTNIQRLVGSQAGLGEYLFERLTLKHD
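Steps: apoferritin (10 uM) was premixed with half-saturated 1-AMA in PBS, compounds were pin-transferred, plates stood 10 min at room temperature, fluorescence was read at 380/535 nm, and curves were fitted with a Hill equation.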
LDHA block – inhibitors of human lactate dehydrogenase A | P00338 | purified LDHA, NADH/diaphorase-resazurin fluorescence; active compounds read low | activity change, % (values are at about 110 or 230 µM) | 480,000 tested, 0.15% active; in the data active = activity change below about -30%; inconclusive = mostly about -25% to -30%;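 note: plate controls were DMSO wells for no effect and wells without enzyme for full effect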
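Enzyme activity of human lactate dehydrogenase 5 (2 nM; 0.06 mM NADH, 0.2 mM pyruvate, 5 min, RT) is measured via a resazurin/diaphorase fluorescence readout of residual NADH.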
Pol beta inh – DNA polymerase beta (human) inhibition | P06746 | Pol beta primer extension/strand displacement, fluorescence kinetic | Potency, µM (doses to about 114 µM), for the others: at the top dose activity change, negative = inhibition, most hits filed as inhibitors | 340,000 tested, 1.3% active; note: potency is the fitted concentration of half-maximal effect; % is set by controls: 0 for no effect and ±100 for the full control effect
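Kinetic readout of DNA synthesis with strand displacement by Pol beta. Compound and 10 nM enzyme sit 15 min at room temperature; 50 nM substrate starts the reaction, read immediately and at 10 min.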
ALOX12 inh – ALOX12 (human) lipoxygenase inhibition | P18054 | purified 12hLO, xylenol orange hydroperoxide absorbance | Potency, µM (doses to about 108 µM), for the others: at the top dose activity change, negative = inhibition, actives largely listed as inhibitors | 580,000 tested, 1.1% active; note: potency is the fitted concentration of half-maximal effect; % is set by controls: 0 for no effect and ±100 for the full control effect
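Purified human 12hLO at 150 nM in 25 mM Hepes, 0.01% Triton X-100, pH 7.0, preincubated 15 min at room temperature with compound. Reaction started with 40 uM arachidonic acid, 30 min at room temperature. Hydroperoxide measured by Fe-xylenol orange, 573/405 nm absorbance ratio.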
Pol kappa inh – DNA polymerase kappa (human) inhibition. Potency, µM (highest dose often 107 µM), inactives show at the highest dose activity, negative = inhibition, actives largely listed as inhibitors. Q9UBT6. AID 588579. purified Pol kappa, fluorescent DNA synthesis assay, 10 min. 400,000 tested, 0.53% active; note: potency is the fitted concentration of half-maximal effect; % is set by controls: 0 for no effect and ±100 for the full control effect
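10 nM Pol kappa was preincubated with compounds for 15 min at room temperature. Reaction started with 50 nM (final) substrate. Fluorescence read kinetically at 0 and 10 min.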
POLH inh – DNA polymerase eta (human) inhibition; Q9Y253; Potency, µM (top dose mostly 114 µM), for inactives: top-dose activity change, negative = inhibition, usual class: inhibitors; 390,000 tested, 1.2% active; recombinant Pol eta, fluorescent DNA replication assay; note: potency is the fitted concentration of half-maximal effect; % is set by controls: 0 for no effect and ±100 for the full control effect
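Fluorescent replication assay: 50 nM final substrate added after a 15 min room-temperature compound preincubation with 10 nM enzyme. Signal taken at 0 min and again at 10 min.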
ERG Ets-DNA blk – ERG Ets/DNA interaction inhibition; fluorescence polarization, His-ERG Ets domain / labelled DNA; AID 624246; P11308; Potency, µM (titrated, usually from 76.9 µM), for inactives: at the highest dose FP activity, negative = inhibition, actives largely listed as inhibitors; 370,000 tested, 0.028% active; active = well fitted inhibition curve with a large enough effect in the polarisation, with a control signal flat; inconclusive = small, poorly fitted or top-dose-only effect, or effect the other way, or a change in a side signal; inactive = no such curve, though single readings can be large or run the other way; the % refers to the polarisation;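 note: polarization taken with two DNA probes labelled with fluorescein and Texas red; potency is the fitted concentration of half-maximal effect; % of control where 0% means no effect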
Target sequence (P11308 whole entry, looked up, the tested form may be a part): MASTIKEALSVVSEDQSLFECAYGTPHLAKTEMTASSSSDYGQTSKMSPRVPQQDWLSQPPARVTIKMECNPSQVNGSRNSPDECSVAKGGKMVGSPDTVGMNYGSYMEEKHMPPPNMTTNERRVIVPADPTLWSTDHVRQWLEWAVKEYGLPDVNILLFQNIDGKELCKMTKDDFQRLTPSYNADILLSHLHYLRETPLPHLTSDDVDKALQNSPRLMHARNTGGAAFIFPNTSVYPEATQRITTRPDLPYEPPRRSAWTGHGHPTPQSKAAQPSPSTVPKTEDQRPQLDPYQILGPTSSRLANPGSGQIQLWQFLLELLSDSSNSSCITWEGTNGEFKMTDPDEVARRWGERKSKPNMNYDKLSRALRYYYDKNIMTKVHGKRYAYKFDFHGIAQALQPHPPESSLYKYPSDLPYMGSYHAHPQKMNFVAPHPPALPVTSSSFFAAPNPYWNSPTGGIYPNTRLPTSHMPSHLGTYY
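His-tagged ERG Ets domain (1 uM in the protein solution; 300mM KCl, 50mM Tris-HCl, 1mM EDTA, 1mM DTT, pH 7.5) received compound, then a probe mix of 5 nM fluorescein-DNA and 100nM Texas-615-DNA. Fluorescence polarization was read for both dyes.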
APEX1 inh – inhibitors of human APE1 endonuclease. AID 2517. P27695. recombinant APE1, TAMRA/BHQ-2 abasic DNA cleavage fluorescence. Potency, µM (highest dose often 65.8 µM), without a hit: top-dose activity change, negative = inhibition, usual class: inhibitors. 350,000 tested, 0.35% active;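 note: potency is the fitted concentration of half-maximal effect; plate controls were vehicle for no effect and reference inhibitor for full effect; nearly all actives have a fitted effect of over 55% in size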
Target sequence (P27695 whole entry, looked up): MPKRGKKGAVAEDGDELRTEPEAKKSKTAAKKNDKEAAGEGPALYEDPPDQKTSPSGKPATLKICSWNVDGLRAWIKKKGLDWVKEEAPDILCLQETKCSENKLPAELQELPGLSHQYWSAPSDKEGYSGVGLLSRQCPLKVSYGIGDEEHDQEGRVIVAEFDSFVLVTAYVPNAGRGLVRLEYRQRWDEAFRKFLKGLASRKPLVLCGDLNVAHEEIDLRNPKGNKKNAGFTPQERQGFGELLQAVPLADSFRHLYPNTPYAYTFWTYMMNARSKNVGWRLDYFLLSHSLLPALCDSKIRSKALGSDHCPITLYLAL
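Enzyme (0.75 nM final) and test compound are incubated 15 min at room temperature before adding 50 nM quenched THF abasic-site duplex. Cleavage dequenches TAMRA, followed at 525/598 nm over three reads one minute apart.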
RGS4 inhibitor – blocks human RGS4-accelerated GTP hydrolysis; P49798; Transcreener GDP fluorescence polarization, RGS4-accelerated GTP hydrolysis; Potency, µM (highest dose often 114 µM), for the others: at the highest dose activity change, negative = inhibition, actives largely listed as inhibitors; 390,000 tested, 0.039% active; AID 504845; note: potency is the fitted concentration of half-maximal effect; % is set by controls: 0 for no effect and ±100 for the full control effect; nearly all actives have a fitted effect of over 75% in size; some results filed as inactive show a strong effect at the top dose
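MLSMR compounds (23 nl, pin-transferred) preincubated 10 min at room temperature with a 500nM (2x) first reagent, then RGS4 at 900nM (2x) plus Transcreener GDP mix added; fluorescence polarization (620/688 nm) read before and after 90 min at 30 °C.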
Starred values were filed as active, the others as inactive; ? = inconclusive; . = not tested or not shown; & = joins results of further samples; [ ] = another dose, or the depositor's remark. Unless noted, calls come from the whole dose curve; as a rule, active = well fitted curve in the direction sought with a large enough effect; inconclusive = small, poorly fitted or top-dose-only effect, or another doubt; inactive = no such curve, though single readings can be large; an effect the other way counts as inactive or inconclusive.

structure | Anesthetic bind | LDHA block | Pol beta inh | ALOX12 inh | Pol kappa inh | POLH inh | ERG Ets-DNA blk | APEX1 inh | RGS4 inhibitor
CCOC(=O)c1c(N)sc2c1CCC(C)C2 (centres undefined) | ? | 2 | -8% | ? | -11% | -13% | 10% | -9% | -37%
COc1ccc(/C=C2/C(=O)ON=C2C)cc1Br | -6% | 7 | -10% | ? | 7% | -22% | 5% | 7% | ?
CC(=O)N1C(C(=O)O)Cc2c([nH]c3ccccc23)C1C (centres undefined) | -2% | -1 | 27% | 0% | -1% | -12% | 4% | 11% | -18%
COc1cc(N)c(Cl)cc1C(=O)OCC(=O)N1CCCC1 | 1% | -9 | 11% | -1% | -2% | -2% | 0% | -7% | -21%
COc1ccc(Oc2ncnc3c2oc2ccccc23)cc1 | 2% | -1 | ? | 3% | -3%[60.1 µM] | -7% | 3% | . | -9%
Cc1cccc(C(=O)NNC(=O)CCCCC(=O)NNC(=O)c2cccc(C)c2)c1 | 8% | 6 | 15% | 11% | 0% | -14% | -21% | -8% | 11%
CC(=O)Nc1cccc(C(=O)/C=C/c2cccs2)c1 | 5% | -1 | 8% | -2% | -12% | -3% | -2% | -4% | -24%
Cc1cccc(C)c1NC(=O)C/C(N)=N/O | -5% | -6 | 16% | -2% | -7% | 7% | 5% | -6% | 13%
CC(=O)Nc1ccc(SCCN2CC[C@@H](O)CCC2=O)cc1 | . | 1 | . | 1% | ? | -4% | -4% | -12% | -4%
Nc1nnc(CC(=O)N/N=C/c2ccc(-c3ccc(Cl)cc3Cl)o2)s1 | 9% | -9 | ? | -8% | -3% | 2% | -11% | -11% | -4%
CCCCCc1cc(=O)oc2c(C(CCN3CCCC(C)C3)c3ccc(N(C)C)cc3)c(OC)cc(OC)c12 (centres undefined) | -15% | 4 | ? | . | -2% | -13% | -3% | 2% | -10%
COc1ccccc1CCNC(=O)c1csc2c1CCCC2 | ? | 0 | 28% | -19% | -19% | -1% | 0% | -10% | -6%
CC(C)(C)C(=O)NCc1ccc(C(=O)CSc2nnc(C3CC3)n2C2CC2)s1 | . | -6 | . | -2% | -2% | -2% | 9% | -7% | -9%
CCCCn1c(N)c(N(CC(C)C)C(=O)CSCC(=O)Nc2cccc(C)c2)c(=O)[nH]c1=O | . | -2 | . | -12% | 1% | -12% | 1% | 15% | 17%
CC(C)OCCCNC(=O)c1cc(-c2cccnc2)nc2ccccc12 | 7% | -2 | 9% | 13% | -15% | -14% | -2% | -12% | -22%
OCn1ncn(-c2ccccc2)c1=S | -9% | -4 | 0% | ? | -4% | -17% | -5% | 1% | -35%
O=C(COn1nnc2ccc(S(=O)(=O)N3CCOCC3)cc21)Nc1c(F)c(F)c(F)c(F)c1F | -12% | -1 | -13% | -4% | -7% | -11% | 7% | -2% | 14%
CCOC(=O)N1CCN(C2CCCN(C(=O)c3ccccc3N(C)C)C2)CC1 (centres undefined) | -7% | -5 | 20% | 0% | 0% | -11% | 3% | -13% | 13%
CC(OC(=O)Cc1n[nH]c(=O)c2ccccc12)C(=O)Nc1ccc(Cl)cn1 (centres undefined) | -22% | -4 | 1% | -9% | -15% | -3% | -3% | 32% | 26%
O=C(CCOc1ccccc1)NCc1ccccc1 | -6% | -7 | 9% | -10% | -4% | -15% | 3% | -2% | ?

The list goes on.
structure | Anesthetic bind | LDHA block | Pol beta inh | ALOX12 inh | Pol kappa inh | POLH inh | ERG Ets-DNA blk | APEX1 inh | RGS4 inhibitor
O=C(Nc1ccc(F)cc1F)C1CCCN1S(=O)(=O)c1cccc2nsnc12 (centres undefined) | -1%&-11% | -1&-4 | 15%&4% | 11%&-17% | 9%&-3% | -7%&-12% | 5%&2% | 21% | -17%&-1%
CC(C)CN1C(=O)NC(NS(=O)(=O)c2ccc(N)cc2)(C(F)(F)F)C1=O (centres undefined) | -8% | -6 | 3% | -9% | -10% | -8% | -10% | -3% | 2%
Cc1cc(NC(=O)c2ccc(C)s2)n(-c2nc3ccccc3[nH]2)n1 | 3% | -2 | 3% | -3% | 2% | -16% | 4% | 4% | 17%
CCc1nnc(NC(=O)c2ccc(S(=O)(=O)N3CCCc4ccccc43)cc2)o1 | -16% | -1 | 17% | -10%[57.4 µM] | -5% | -17% | . | -1% | 0%
CC(C)OP(=O)(OC(C)C)/C(C=O)=N\Nc1ccc([N+](=O)[O-])cc1 | -19% | -7 | -1% | ? | -11% | -19% | 12% | 2% | -11%
CC(=O)N1CCN(C(=O)c2ccc(-n3c(C)ccc3C)cc2)CC1 | -5% | -5 | 24%[57.1 µM] | 0% | -8% | -2% | -5% | -2% | 22%
Cc1nc(CN2CCCCC2)c(O)c(=O)[nH]1 | . | -12 | . | 0% | -9% | -15% | . | . | -43%
O=C(CN1C(=O)C2CC=CCC2C1=O)Nc1nnc(SCc2c(Cl)cccc2Cl)s1 (centres undefined) | ? | -8 | 2% | -11% | -4% | ? | 0% | -1% | -21%
CC(=O)c1cn(CCOc2ccc(F)cc2)c2ccccc12 | -16% | -3 | 8% | 7% | 1% | 1% | -10% | 2% | 21%
CCCCC1CCC(C(=O)OC(C)C(=O)Nc2ccc(NC(C)=O)cc2)CC1 (centres undefined) | -19% | -4 | -3% | 40µM* | 1% | -8% | -6% | -2% | -3%
COc1ccc(O)c(C(=O)c2cnn(-c3ccc(Cl)cc3)c2)c1 | -1% | -8 | -20% | -27% | -4% | -22% | 1% | 42% | -5%
CCc1nc(-c2cc3ccc(C)cc3[nH]c2=O)no1 | 0% | -4 | -2% | -14% | -1% | -9% | 2% | 7% | -4%
COc1ccc(COC(=O)C2=C(C)NC(=O)NC2c2cccc(OC)c2OC)cc1 (centres undefined) | -10% | -7 | 10% | 85%[activator] | -6% | 0% | 5% | 8% | 10%
CC(=O)N1CCc2cc(S(=O)(=O)NC(CC(C)C)C(=O)Nc3ccc4c(c3)OCCO4)ccc21 (centres undefined) | -11% | -2 | 24% | 0% | -4% | -4% | 13% | 3% | -9%
CC(C)(C)c1cc(Cc2ccccc2)[nH]n1 | -16% | -5 | 6% | 12% | -6% | -15% | 3% | 1% | 5%
CCCC(=O)N1CCN(c2ccc(NC(=S)NC(=O)c3cccc(C)c3)cc2)CC1 | -10% | -6 | 16% | 16µM* | -5% | -19% | -5% | -1% | -36%
CCCCCOC(=O)Cc1c(C)nc(-c2ccccc2)[nH]c1=O | -11% | -10 | 1% | -5% | -8% | -12% | -11% | 4% | 7%[11.4 µM]
COc1cccc(C(=O)NCC(=O)OCc2ccc(F)cc2Cl)c1 | -8% | -2 | 19% | -3% | -2% | -27% | -4% | 0% | -24%
COC(=O)c1ccc(/C=N/N2C(C)CCCC2C)cc1 (centres undefined) | -16% | -4 | -10% | 58%[activator] | -16% | -10% | 4% | -5% | 12%
Cc1ccc(NC(=O)CC2SC3=NCCN3C2=O)cc1 (centres undefined) | 0% | -3 | 0% | -17% | 8% | -6% | 6% | -1% | ?

Further entries:
structure | Anesthetic bind | LDHA block | Pol beta inh | ALOX12 inh | Pol kappa inh | POLH inh | ERG Ets-DNA blk | APEX1 inh | RGS4 inhibitor
COc1ccccc1C(=O)Nc1cccc2nc(C)ccc12 | -8% | -9 | ? | -3% | 2% | -18% | 1% | -10% | 6%
COc1cc(/C=N/NC(=O)c2ccc(Cn3cc([N+](=O)[O-])cn3)o2)cc(Br)c1O | -23% | -2 | -11% | -6% | -3% | -13% | -6% | -3% | -14%
CCOC(=O)c1c(CN2CCC(C)CC2)n(C)c2cc(Br)c(OC)cc12 | -5% | -1 | -7% | -16% | 3% | -24% | -6% | -3% | 3%
COCc1c(Br)c(C)nc(OCC(=O)N/N=C/c2cc(C)n(-c3ccc([N+](=O)[O-])cc3)c2C)c1C#N | -1% | -1 | 34% | 7% | 6% | 3% | -4% | 5% | -6%[11.4 µM]
COC(=O)c1ccccc1Oc1cnc2ccccc2n1 | -1% | 0 | 6% | . | -12% | 4% | 1% | 51%[activator] | 31%
CCOC(=O)C1CCN(C(=O)C2CC(=O)N(c3ccc(C)cc3)C2)CC1 (centres undefined) | -11% | -13 | 13% | -11% | -6% | -12% | . | 5% | 5%
CCOc1ccc2c(c1)cc(CN(C(=O)CC)C1CCCCC1)c1nnnn12 | ? | -6 | 0% | -1% | -3% | -15% | -9% | 2% | 4%
O=C(Nc1ccc2c(c1)OCO2)N1CCOCC1 | -4% | 10 | -14% | -17% | 2% | -17% | 0% | 2% | 5%
CN(c1ccccc1)S(=O)(=O)c1cccc(NC(=O)C2CC(=O)N(Cc3ccccc3)C2)c1 (centres undefined) | 7% | -3 | 16% | -15% | -11% | -12% | 5% | -2% | 3%
O=C(CSc1nc2c(oc3ccccc32)c(=O)n1CC1CCCO1)NCc1ccc(F)cc1 (centres undefined) | . | -9 | . | -21% | -1% | 22% | -6% | 15% | 11%
COc1ccc(OC)c(S(=O)(=O)N2CCCC(C(=O)NCc3ccco3)C2)c1 (centres undefined) | -1% | -8 | 8% | -3% | -19% | -9% | -4% | 3% | 8%
COC(=O)C(CCSC)NC(=O)CNS(=O)(=O)c1ccc(Br)cc1 (centres undefined) | -5% | -10 | 1% | 0% | -6% | 3% | -6% | 13% | -7%[56.9 µM]

Screens deposited in PubChem by National Center for Advancing Translational Sciences (NCATS).

An excerpt (hit frequency here may not be typical).
